Screening results: PubChem, National Center for Advancing Translational Sciences (NCATS)
Pf growth 48h = inhibits P. falciparum growth in the first generation, 48 h | 310,000 tested, 5.9% active | P. falciparum luciferase growth in erythrocytes, 48 h | Potency, µM (highest dose often 28.7 µM), for inactives: at the top dose activity change, negative = inhibition, most hits filed as inhibitors | AID 504832; note: potency is the fitted concentration of half-maximal effect; % is set by controls: 0 for no effect and ±100 for the full control effect
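Luminescence readout; reporter = integrated firefly luciferase in P. falciparum. RBC culture at 2% hematocrit, 0.1% parasitemia final, 37 C/5% CO2; decreased signal taken as growth inhibition.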
HCV inh = HCV inhibition | Huh7.5.1 HCVcc-Cre infection, luciferase reporter, 44 h | 340,000 tested, 3.4% active | Potency, µM (series often up to 41.8 µM), for the others: at the highest dose activity change, negative = inhibition, hits mostly inhibitors; note: potency is the fitted concentration of half-maximal effect; % is set by controls: 0 for no effect and ±100 for the full control effect
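A cell-based infection assay in which seeded cells (1,000 per well) receive test compound after 4 h, are inoculated with HCVcc-Cre at approximately 0.5 moi, and are incubated 44 h before luminescence detection.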
Cycloheximide cs = counter-screen hit for Shiga toxin inhibitors, cycloheximide; cell reporter, cycloheximide protein synthesis inhibition counterscreen; max response, %; 300,000 tested, 12% active; in the data active = max response mostly above about 13%, no sharp cut-off; inactive = mostly below about 14%; note: read at 38.3 µM for the half of the compounds with a filed dose; 0% is about no effect
Pf growth 96h = P. falciparum growth inhibition at 96 hours. P. falciparum luciferase reporter growth, 96 h. Potency, µM (highest dose often 28.7 µM), for the others: at the top dose activity change, negative = inhibition, actives largely listed as inhibitors. 320,000 tested, 6.9% active; note: potency is the fitted concentration of half-maximal effect; % is set by controls: 0 for no effect and ±100 for the full control effect
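Readout is luminescence from an integrated firefly luciferase in P. falciparum. Red cells, 2% hematocrit and 0.05% parasitemia final, were cultured with compound through two parasite generations (96 hours) at 37 C, 5% CO2.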
FBPA Giardia inh = blocks Giardia fructose-bisphosphate aldolase activity | 290,000 tested, 0.71% active | purified Giardia FBPA | Potency, µM (titrated, usually from 59.6 µM), inactives show at the top dose activity, negative = inhibition, usual class: inhibitors; note: potency is the fitted concentration of half-maximal effect; % is set by controls: 0 for no effect and ±100 for the full control effect; nearly all actives have a fitted effect of over 55% in size
Target sequence (A8B2U2 whole entry, looked up): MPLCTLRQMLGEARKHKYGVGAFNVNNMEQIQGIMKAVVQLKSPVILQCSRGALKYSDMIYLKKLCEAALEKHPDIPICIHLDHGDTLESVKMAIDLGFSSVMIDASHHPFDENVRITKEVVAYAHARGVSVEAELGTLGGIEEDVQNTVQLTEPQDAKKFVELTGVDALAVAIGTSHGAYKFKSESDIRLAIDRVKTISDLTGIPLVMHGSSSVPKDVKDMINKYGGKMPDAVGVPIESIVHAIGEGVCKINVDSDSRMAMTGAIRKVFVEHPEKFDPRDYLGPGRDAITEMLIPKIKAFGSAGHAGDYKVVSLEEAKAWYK
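Giardia FBPA (40 nM reagent) was preincubated 10 min at RT with compound (up to 57.5 uM final), then substrate plus GAPDH/TPI/NAD/arsenate coupling system with diaphorase/resazurin was added; resorufin fluorescence (525/598 nm) was read after 20 min.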
Shiga inhibitor = blocks Shiga toxin action in Vero cells; 290,000 tested, 9.2% active; Vero cells, Shiga toxin protein synthesis inhibition reporter; inhibition, % at 38.7 µM; in the data active = inhibition mostly above about 28%, no sharp cut-off; inactive = mostly below about 43%; note: 0% is about no effect
* hit, by the source's call; ? = inconclusive; . = not tested or not shown; & = joins results of further samples; [ ] = remark or other dose. Unless noted, calls come from the whole dose curve; as a rule, active = well fitted curve in the direction sought with a large enough effect; inconclusive = small, poorly fitted or top-dose-only effect, or another doubt; inactive = no such curve, though single readings can be large; an effect the other way counts as inactive or inconclusive.

SMILES	Pf growth 48h	HCV inh	Cycloheximide cs	Pf growth 96h	FBPA Giardia inh	Shiga inhibitor
COc1cc(CN=Cc2c(O)n(Cc3ccccc3)c(=S)[nH]c2=O)cc(OC)c1	-11%	-8%	-1	-8%	-3%	-2
CN1CCN(C(=O)C2CCN(S(=O)(=O)c3ccc4c(c3)oc(=O)n4C)CC2)CC1	-8%	8%	3	-60%	4%	13
O=C(/C=C/c1ccccc1)Nc1cc(NC(=O)/C=C/c2ccccc2)cc(C(=O)O)c1	61%[activator]	5%	-3	-4%	12%	-4
CCOc1cc(/C=N/NC(=S)Nc2ccccc2C(F)(F)F)ccc1OCC(=O)N1CCOCC1	?	?	2	?	-11%	-6
CN(CCCNC(=O)CCc1cn(C)c2ccccc12)C1CCCCC1	-10%	-29%	-1	12%	-4%	-4
Cc1ccc([N+](=O)[O-])cc1NC1OC(CO)C(O)C1O (stereo unspecified)	13%	14%	0	22%	1%	-1
CC(C)[C@H](NC(N)=O)C(=O)Nc1ccc(OCc2ccccc2)cc1	52%[activator]	-16%	6	98%[activator]	2%	22
Cc1cc(C)c(C)c(C(=O)CSc2nnc(C)c(=O)[nH]2)c1C	.	.	-2	-4%	-26%	-12
O=C1N[C@@H](Cc2ccccc2)[C@@H](c2ccco2)O1	-1%	3%	-3	?	-7%	-3
CCCC(=O)Nc1nnc(SCC(=O)NC2CC2)s1	-3%	8%	-7	34%[activator]	14%	-3
O=C(Cc1ccc([N+](=O)[O-])cc1)NNC(=O)c1ccc2c(c1)OCO2	8%	3%	10	?	.	3
COC(=O)COc1ccc(-c2nn(C)c(=O)c3ccccc23)cc1	9%	3%	-2	19%	0%	-9
O=c1oc2c(-c3ccc([N+](=O)[O-])cc3)cc(O)cc2s1	?	2%	15*	?	-5%	6
COc1ccc(OC)c(CNC(=O)Cc2c(C(=O)O)[nH]c3ccc(Cl)cc23)c1	21%	25%	0	?	25%	-4
C=CCN(c1ccccc1)S(=O)(=O)c1cccc(C(=O)N2CCN(c3ncccn3)CC2)c1	?	?	.	?	.	.
Cc1ccccc1C(=O)Nc1ccc2c(C#N)c3nc4ccccc4nc3n2c1	2%	1%	-2	0%	?	-4
Cc1ccc(CCNC(=O)C2CC(c3ccccc3C(F)(F)F)=NO2)cc1 (stereo unspecified)	40%[activator]	-22%	-5	62%[activator]	4%	-7
O=C(N/N=C/c1ccccc1[N+](=O)[O-])C(=O)N1CCCC1	73%[activator]	8%	20*	-6%	-1%	52*
CC(=O)CC1=NC(C)(C)Cc2ccccc21	39%[activator]	-12%	7	?	-14%	-13
COc1ccc2ccccc2c1/C=N/NC(=O)c1cccc(Br)c1	6%	?	5	54%[activator]	1%	13
Cc1ccc2cc(NC(=O)c3cccc(F)c3)ccc2n1	190%[activator]	-21%	39*	259%[activator]	-21%	75*
COC(=O)C1=C(C)N(c2ccc(Cl)cc2)/C(=C/c2cccs2)C1=O	?	5%	-4	22%	5%	-8
O=C(Nc1nc(-c2ccccc2)cs1)C1CCCCN1S(=O)(=O)c1ccccc1 (stereo unspecified)	?	?	8	53%[activator]	-12%	-13
Cc1ccc(-c2nc(SCC(=O)NCC3CCCO3)c(-c3ccccc3)[nH]2)cc1 (stereo unspecified)	-3%	?	-6	?	-14%	-6
Cc1ccc(-c2cc(C(=O)N3CCN(C(=O)c4ccco4)CC3)no2)cc1	-5%	-12%	7	.	4%	22
CCOC(=O)CN1CCS(=O)(=O)CC1	7%	3%	-4	28%	6%	15
O=C(COC(=O)c1cccs1)NCCc1ccc(F)cc1	-28%	-14%	.	23%	.	.
COc1ccc(CC2(CO)CCN(C/C=C/c3ccccc3OC)CC2)cc1	-4%	-4%	-2	-3%	1%	-16
Cc1ccc(NC(=O)c2cccc(S(=O)(=O)NCc3ccccc3)c2)nc1	?	-9%	.	-6%	.	.
Cc1ncc[nH]1	25%&7%	0%	.	72%&23%[activator]	.	.

Fetched by compound from the list above, six records:
SMILES	Pf growth 48h	HCV inh	Cycloheximide cs	Pf growth 96h	FBPA Giardia inh	Shiga inhibitor
Cc1ccc(CCNC(=O)C2CC(c3ccccc3C(F)(F)F)=NO2)cc1 (stereo unspecified)	40%[activator]	-22%	-5	62%[activator]	4%	-7
Cc1ccc(-c2nc(SCC(=O)NCC3CCCO3)c(-c3ccccc3)[nH]2)cc1 (stereo unspecified)	-3%	?	-6	?	-14%	-6
Cc1ccc(NC(=O)c2cccc(S(=O)(=O)NCc3ccccc3)c2)nc1	?	-9%	.	-6%	.	.
O=C(COC(=O)c1cccs1)NCCc1ccc(F)cc1	-28%	-14%	.	23%	.	.
COC(=O)C1=C(C)N(c2ccc(Cl)cc2)/C(=C/c2cccs2)C1=O	?	5%	-4	22%	5%	-8
Cc1ccccc1C(=O)Nc1ccc2c(C#N)c3nc4ccccc4nc3n2c1	2%	1%	-2	0%	?	-4

Additional entries:
SMILES	Pf growth 48h	HCV inh	Cycloheximide cs	Pf growth 96h	FBPA Giardia inh	Shiga inhibitor
CN(C)C(=O)NC(O)C(Cl)(Cl)Cl (stereo unspecified)	.	0%	-5	13%	2%	-7
O=C(COC(=O)COc1ccc(Br)cc1)NC1CCCCCC1	-4%	14%	.	-1%	.	.
CCOC(=O)C1CCCN(S(=O)(=O)CCNC(=O)c2ccc(F)cc2)C1 (stereo unspecified)	10%	-16%	.	27%	.	.
CCCCN(C(=O)C(C)Oc1cccc(Cl)c1)c1c(N)n(CCC)c(=O)[nH]c1=O (stereo unspecified)	-4%	25%	.	1%	.	.
COC(=O)c1nn(C23CC4CC(CC(C4)C2)C3)c2c1C(=O)N(c1ccc(Br)cc1)C2=O	.	16%	-4	-5%	7%	-2
COc1ccc(C/C(N)=N/OC(=O)Cc2ccc(OC)c(OC)c2)cc1	-7%	6%	1	0%	2%	24
CSc1nc(N)c(NC(=O)c2ccc(Br)o2)c(=O)[nH]1	115%[activator]	27%	0	2%	.	1
CCN1CCN(c2cc(C)c3cc(NC(=O)c4ccc(OC)c(OC)c4)ccc3n2)CC1	.	11µM*	4	-9%	-5%	-17
CN=C(Nc1cc(C)nn1CCC#N)c1ccccc1	.	-19%	-2	.	0%	3
Clc1ccc(-c2cccs2)nn1	?	15%	3	37%[activator]	5%	27
CCOc1ccccc1C1C(C#N)=C(N)Oc2cc(C)n(Cc3ccccn3)c(=O)c21 (stereo unspecified)	3%	-3%	-1	-3%	?	-7
O=C(Nc1ncc2c(n1)-c1ccccc1CC2)C1CC1	?	?	9	?	-19%	13
Cc1cc(NS(=O)(=O)c2ccc(NC(=S)NC(=O)c3ccccc3)cc2)no1	12%	2%	7	?	0%	9
CC(C)C(C)NC(=O)COC(=O)c1cccc(C(=O)OCC(=O)NC(C)C(C)C)n1 (stereo unspecified)	5%	14%	-3	6%	-8%	-5
COc1ccc(-c2nc(CS(=O)CC(=O)NC3CCCCC3)c(C)o2)cc1OC (stereo unspecified)	?	4%	12	?	.	1
COc1ccccc1CNS(=O)(=O)c1ccc(NC(C)=O)cc1	5%	14%	-1	0%	6%	-1
COc1ccc(-c2nn(C)c3sc(C(=O)N4CCOCC4)cc23)cc1OC	?	?	-2	.	-6%	-12
COc1ccc(-c2cn3nc(SCC(=O)NCC4CCCO4)ccc3n2)cc1 (stereo unspecified)	18%	-7%	26*	8%	.	61*
CCOC(=O)C1(Cc2cccc(OC)c2)CCCN(S(=O)(=O)CC)C1 (stereo unspecified)	-7%	6%	1	?	-1%	6
COC(=O)[C@@H](NC(=O)N1CCN(C(=O)C2COc3ccccc3O2)CC1)C(C)C (stereo partly specified)	-11%	-2%	11	4%	4%	11
O=C1C(=O)N(c2ccccn2)C(c2ccc(Br)cc2)/C1=C(/O)c1ccc(Br)cc1 (stereo unspecified)	8%	2%	1	3%	?	-13
COc1ccc(Oc2ccccc2C#N)cc1	5%	?	7	-17%[1.15 µM]	-5%	51
COc1ccc(-c2cc(C(=O)Nc3ccc(C(N)=O)cc3)c3ccccc3n2)cc1	-28%	?	16*	?	2%	65*
O=C(COc1ccc2ccccc2c1)NNC(=O)[C@@H]1CCCC[C@@H]1C(=O)O	-1%	-2%	-1	0%	2%	-4
O=C(CCCN1C(=O)/C(=C/c2ccccc2)SC1=S)NCCCn1ccnc1	?	-17%	2	9.3µM*	.	-5
CC1CCC/C(=N/Nc2ccc([N+](=O)[O-])cc2[N+](=O)[O-])C1 (stereo unspecified)	.	-7%	-1	?	3%	2
Cc1cccc(C)c1NC(=S)NC(=O)c1ccc(Br)o1	?	-11%	-3	0%	-12%	2
COc1ccc(COC(=O)NNC(=O)c2ccccc2Cl)cc1	28%	-1%	4	?	0%	56
O=C(NC(=S)Nc1ccc(S(=O)(=O)N2CCCCC2)cc1)c1cccs1	8%	?	2	6%	?	-5
Cc1cccc(CN2CCCC(C(=O)N3CCc4ccccc4C3)C2)c1 (stereo unspecified)	.	15%	-6	?	-28%	-13
CCN(CC)CCN1C(=O)c2oc3ccccc3c(=O)c2C1c1ccc(C)cc1 (stereo unspecified)	3.3µM*	11%	13	2.6µM*	-1%	3
COc1ccccc1NC(=O)CSc1nnc(-c2ccoc2C)n1CCc1ccccc1	-18%	?	8	?	5%	22
COc1cccc(N2CCN(C(=O)CNC(=O)c3sc4ccccc4c3Cl)CC2)c1	?	0%	9	?	7%	-3
CN(C(=O)COc1ccc(C(C)(C)C)cc1)C1CCS(=O)(=O)C1 (stereo unspecified)	?	17%	-1	?	-1%	1
CCN(Cc1nc2cc(Cl)ccc2c(=O)[nH]1)C(=O)c1cccc(OCc2c(C)noc2C)c1	?	-6%	.	-21%	.	.
CCOc1ccccc1/C=N/NC(=O)c1nnn(-c2nonc2N)c1CN1CCC(C)CC1	28%	16%	-4	?	3%	-8
CC1(C)CC(=O)CC(C)(C)N1OC(=O)c1ccco1	.	22%	-4	17%	2%	-4
Cc1ccc(N2CCN(S(=O)(=O)N(C)C)CC2)cc1Cl	13%	-14%	1	.	15%	25
COc1ccc(CCNC(=O)c2cc(CC(C)C)on2)cc1OC	.	-21%	15	7.4µM*	-4%	24
CC(C)(C)C(=O)NNC(=O)c1cnccn1	-27%	-4%	4	-25%	-15%	11
CCOC(=O)n1c(=O)n(Cc2cccc(F)c2)c2ccccc21	8%	-9%	-1	3%	-2%	-4
Cc1nn(C(=O)CCC(=O)NCCc2ccccc2)c2ccccc12	35%	2%	10	?	.	-3
COc1ccccc1NC(=O)NCC(=O)Nc1c(C)cccc1C	-20%	4%	-2	4%	5%	-9
O=C1CC(c2cccc(Cl)c2)CC(O)=C1C=Nc1ccccc1 (stereo unspecified)	-1%	10%	-1	?	6%	-7
CCn1c2ccccc2c2cc(NC(=O)C(=O)N3CCOCC3)ccc21	19%	11µM*	35*	?	-3%	86*
COc1cc(N)c(Cl)cc1C(=O)OC(C)C(=O)Nc1cccc(S(=O)(=O)N2CCOCC2)c1 (stereo unspecified)	?	0%	.	?	.	.
CCOC(=O)c1cc2c(C)n(-c3ccc(OCC)cc3)c(C)c2cc(C(=O)OCC)c1=O	?	?	-7	?	1%	-13
O=C(NC(NC(=S)Nc1c(Cl)cc(Cl)cc1Cl)C(Cl)(Cl)Cl)OCc1ccccc1 (stereo unspecified)	?	?	-1	-28%	-5%	-16
CCCC1C(C#N)=C(N)Oc2cc(C)n(C)c(=O)c21 (stereo unspecified)	12%	2%	-3	.	-2%	16
CC(=O)OC1=CC[C@H]2[C@@H]3CC[C@H]4C[C@H](OC(C)=O)[C@@H](OC(C)=O)C[C@]4(C)[C@H]3CC[C@]12C	?	9%	.	12%	.	.

An excerpt of the results above:
SMILES	Pf growth 48h	HCV inh	Cycloheximide cs	Pf growth 96h	FBPA Giardia inh	Shiga inhibitor
CN(CCCNC(=O)CCc1cn(C)c2ccccc12)C1CCCCC1	-10%	-29%	-1	12%	-4%	-4
Cc1ccc([N+](=O)[O-])cc1NC1OC(CO)C(O)C1O (stereo unspecified)	13%	14%	0	22%	1%	-1
